Screening data from PubChem BioAssay.
GDH-TPI counter = counter-screen for M. tuberculosis FBA inhibitors: GDH-TPI coupled enzymes; GDH-TPI coupled enzyme counterscreen, NADH absorbance; inhibition, % at 4.8 µM; 360,000 compounds, 1.2% hits; AID 588335; in the data active = inhibition above about 30%;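 also: 0% = DMSO wells and 100% = wells lacking the enzyme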
TcdB inh = inhibitors of Clostridioides difficile toxin B glycohydrolase; P18177; TcdB glycohydrolase enzymatic assay, plate reader; inhibition, % at 9.99 µM; 350,000 compounds, 0.24% hits; AID 652162; in the data active = inhibition above about 10%
FBA Mtb inh = inhibits M. tuberculosis FBA enzyme; P9WQA3; purified M. tuberculosis FBA, fluorescence read-out; inhibition, % at 1 µM; 360,000 compounds, 2.3% hits; AID 588726; in the data active = inhibition above about 27%;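 also: 0% = vehicle and 100% = reference inhibitor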
Target sequence (P9WQA3 whole entry, looked up): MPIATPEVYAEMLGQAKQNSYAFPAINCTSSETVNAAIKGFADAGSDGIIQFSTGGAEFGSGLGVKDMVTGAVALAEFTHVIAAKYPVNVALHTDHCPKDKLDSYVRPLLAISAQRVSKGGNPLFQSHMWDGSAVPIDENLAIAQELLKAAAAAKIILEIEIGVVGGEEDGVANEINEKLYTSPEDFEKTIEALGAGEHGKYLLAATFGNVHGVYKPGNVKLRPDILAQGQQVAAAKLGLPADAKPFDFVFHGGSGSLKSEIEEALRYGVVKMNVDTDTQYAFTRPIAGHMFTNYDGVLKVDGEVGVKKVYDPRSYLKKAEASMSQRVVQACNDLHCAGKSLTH
FadD28 binding = blocks FadD28 binding to the bisubstrate probe | 360,000 compounds, 0.22% hits | AID 588549 | inhibition, % at 12.5 µM | fluorescence polarization; in the data active = inhibition above about 8.5%, passing the limit was not always enough
BioA inh = inhibitors of Mycobacterium tuberculosis BioA enzyme. inhibition, % at 9.99 µM. purified M. tuberculosis BioA enzyme, plate reader. 360,000 compounds, 0.096% hits; in the data active = inhibition above about 40%
PfHsp40 rescue = rescue of PfHsp40-mediated yeast toxicity; S. cerevisiae expressing PfHsp40, growth rescue, ATP luminescence; growth rescue, % at 12.5 µM; 340,000 compounds, 0.68% hits; in the data active = growth rescue above about 28%, passing the limit was not always enough;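 also: yeast W303a lacking pdr1 and pdr3 grown in galactose medium; growth measured after three days at 30 °C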
Mtb UGM inh = blocks M. tuberculosis UGM enzyme; P9WIQ1; purified UGM, fluorescence polarization probe displacement; inhibition, % at 10 µM; 320,000 compounds, 0.06% hits; in the data active = inhibition above about 10%, passing the limit was not always enough
Target sequence (P9WIQ1 whole entry, looked up): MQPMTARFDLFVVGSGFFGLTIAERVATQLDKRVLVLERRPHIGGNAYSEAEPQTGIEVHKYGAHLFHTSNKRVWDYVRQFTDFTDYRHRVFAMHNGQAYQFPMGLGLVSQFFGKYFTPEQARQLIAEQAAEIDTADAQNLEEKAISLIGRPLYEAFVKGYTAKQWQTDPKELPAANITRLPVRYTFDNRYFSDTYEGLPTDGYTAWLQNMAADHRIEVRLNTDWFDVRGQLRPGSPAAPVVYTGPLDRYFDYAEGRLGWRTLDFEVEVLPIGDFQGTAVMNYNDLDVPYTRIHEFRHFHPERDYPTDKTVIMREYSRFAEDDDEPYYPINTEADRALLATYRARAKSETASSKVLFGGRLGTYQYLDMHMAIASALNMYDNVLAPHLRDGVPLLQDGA
Vc quorum ag = inducers of Vibrio cholerae quorum light production without autoinducers. V. cholerae BH1578 lux reporter, luminescence, 6 h. activation, % at 18.7 µM. 350,000 compounds, 0.16% hits; in the data active = activation mostly above about 9.7%, no sharp cut-off; also: not every result past the cut was called active; inactives centre near 0; reference of the scale not given here
Yp Topo-I inh = Y. pestis Topo-I inhibition via cleavage products | AID 504884 | 360,000 compounds, 0.064% hits | activity, % at 10 µM | Y. pestis Topo-I cleavage product accumulation, plate reader; in the data active = activity above about 50%, passing the limit was not always enough; also: inactives centre near 2
Numbers without * were called inactive; i = inactive; . = not tested or not shown.

SMILES | GDH-TPI counter | TcdB inh | FBA Mtb inh | FadD28 binding | BioA inh | PfHsp40 rescue | Mtb UGM inh | Vc quorum ag | Yp Topo-I inh
Cc1sc2ncnc(N3CCC(C(=O)N(C)CC(=O)Nc4ccccc4Br)CC3)c2c1C | -5 | 0.8 | 0 | -4.0 | 1.8 | 0.1 | 2.1 | i | 20
COc1ccc(CN2C(=O)c3cccnc3C2Nc2ccc(OC)c(Cl)c2)cc1 (stereo unspecified) | 3 | -0.3 | -1 | -1.5 | 1.1 | -1.1 | . | i | 7
COC(=O)c1ccc(OCC(O)CN(CCO)CC(O)Cn2ccc3ccccc32)cc1 (stereo unspecified) | -1 | 0.6 | 0 | -0.2 | . | -0.4 | 1.9 | -0.3 | 16
N#Cc1cc(C(=O)c2ccccc2OCC(=O)Nc2ccccc2)cn(C2CCCCC2)c1=O | 12 | 0.8 | -2 | -2.6 | . | 1.6 | -1.0 | 1.1 | -2
O=C(CSc1ccccc1C(=O)O)Nc1ccc2c(c1)OCO2 | 15 | -0.6 | 8 | -2.2 | -2.1 | 0.6 | 1.7 | i | -3
O=C(CN1CC(=O)Oc2ccccc21)NCc1ccco1 | 3 | . | -2 | -2.5 | -0.5 | -0.9 | -0.1 | i | -6
CC(=O)N1CCC2(CC1)CC(=O)c1cc(OCC(=O)N3CCN(C)CC3)ccc1O2 | 16 | . | 59* | -1.7 | -1.2 | 0.9 | -2.4 | -1.0 | -2
CC1CCN(S(=O)(=O)c2ccc3nc(-c4ccccn4)cc(C(=O)NCCN(C)Cc4ccccc4)c3c2)CC1 | -1 | 2.2 | 5 | 2.2 | . | -0.4 | . | 0.7 | 1
CCO[C@@H]1OC(C(=O)N2CCOCC2)=C[C@H](c2ccccc2)[C@H]1CCCO | 0 | 2.2 | 3 | 0.1 | 1.2 | 0.9 | 2.2 | -0.4 | -10
CCOP(C)(=O)C1(C(=O)OCc2ccccc2)CC1 (stereo unspecified) | 9 | . | 3 | -1.0 | -1.0 | -2.8 | 1.0 | -0.9 | -5
CCN(CC(=O)NCc1cccs1)C(=O)c1cccc(S(=O)(=O)Nc2ccc(F)cc2)c1 | 4 | -0.2 | 1 | 0.4 | 0.4 | 0.1 | . | i | 7
CCOC(=O)C1(Cc2cccc(OC)c2)CCCN(C(=O)c2cc(C)[nH]n2)C1 (stereo unspecified) | -4 | 3.6 | 0 | -0.9 | . | 1.3 | -2.5 | -0.5 | 1
CCN(CC(=O)NCc1ccc(F)cc1)C(=O)c1ccc(C(=O)c2ccccc2)cc1 | -2 | -1.0 | 1 | -3.5 | 1.5 | 2.6 | -0.4 | 4.8 | 10
COc1cc(C(=S)N2CCOCC2)ccc1OS(=O)(=O)c1ccc(Cl)cc1 | -2 | -2.7 | 0 | 1.0 | -1.3 | -0.1 | 2.2 | -0.3 | -2
O=C(Nc1ccc(S(=O)(=O)N2CCCCC2)cc1)c1ccccc1F | -1 | 1.4 | 0 | -3.5 | . | 0.8 | 1.3 | i | 4
CC(=O)N/N=C(\C)c1ccc2c(c1)OCCO2 | 2 | 0.5 | 3 | -0.6 | . | 0.1 | 1.3 | i | -1
CCOC(=O)COc1ccc2c(c1)c(C(C)=O)c(C)n2-c1ccccc1 | -11 | 0.9 | 0 | . | -0.4 | -0.7 | 5.1 | -1.1 | 18
CC(=O)N(Cc1ccc(F)cc1)C1=C(NCc2ccccc2)C(=O)c2ccccc2C1=O | 2 | . | 2 | -0.7 | 5.8 | 2.7 | . | i | -4
O=C(CCC1CCCN(c2ncccn2)C1)N1CCN(c2ccccn2)CC1 (stereo unspecified) | 4 | -0.4 | 4 | -0.6 | 2.8 | 0.5 | -4.1 | i | 26
CC(C)=CCCC(C)CN1CCC(N2CCC(C(=O)NC(C)C)CC2)CC1 (stereo unspecified) | 20 | 1.0 | 4 | -0.9 | . | -1.5 | 6.3 | i | -3
COc1ccccc1NC(=O)Cn1ncc2c1-c1ccccc1OC2 | -11 | -0.4 | 2 | -1.0 | -1.1 | 0.2 | -1.4 | -0.1 | -2
O=c1cccc2n1CC1CC2CN(Cc2ccc3c(c2)OCO3)C1 (stereo unspecified) | 2 | . | 3 | -0.5 | 2.5 | -0.2 | 0.7 | i | 2
Brc1ccc(-c2csc(-c3c[nH]c4ccccc34)n2)cc1 | 26 | . | -9 | 0.0 | 0.6 | 1.5 | 1.0 | -0.9 | -2
CC1(C)CC(=O)CC(=Nc2ccc3[nH]c(=O)[nH]c3c2)C1 | -3 | . | -2 | -3.4 | 2.2 | 0.0 | 0.6 | -0.6 | -7
O=C(CCN1C(=O)/C(=C/c2cccs2)SC1=S)Nc1cccc(O)c1 | 18 | 1.0 | -7 | -1.1 | 0.0 | 0.0 | -1.8 | -0.4 | -2
(more compounds)
SMILES | GDH-TPI counter | TcdB inh | FBA Mtb inh | FadD28 binding | BioA inh | PfHsp40 rescue | Mtb UGM inh | Vc quorum ag | Yp Topo-I inh
Cc1ccc(NC(=O)COC(=O)/C=C/c2ccco2)cc1S(=O)(=O)N(C)C | 5 | . | 5 | -0.9 | . | 0.5 | -5.0 | -0.1 | -11
Cc1ccccc1N=C1SC(CC(=O)Nc2ccc3ccccc3c2)C(=O)N1Cc1ccccn1 (stereo unspecified) | 11 | . | -4 | -1.3 | . | 1.5 | -3.1 | -0.1 | 20
COc1cccc(NC(=O)c2cc([N+](=O)[O-])ccc2N2CCN(C)CC2)c1 | 6 | 0.7 | -2 | -2.6 | . | 0.7 | 1.5 | i | -7
CCOC(=O)C(C)(C)C(=O)C(C)(C)C(O)c1ccccn1 (stereo unspecified) | 3 | . | -1 | -2.8 | 1.5 | -0.3 | -1.8 | -2.9 | 6
CCN1CCN(C(=O)c2ccc(CS(=O)(=O)Cc3ccccc3F)o2)CC1 | 2 | 0.8 | -1 | -0.2 | 19 | 0.4 | 0.1 | -0.1 | -14
CCOC(=O)N1CCC(n2c(SCC(=O)Nc3nccs3)nc3ccsc3c2=O)CC1 | 5 | . | 6 | -3.1 | -1.8 | -0.7 | -3.1 | 2.5 | 7
CCCCCCn1cnc2c(oc3nc4c(cc32)CCCC4)c1=O | 7 | 0.0 | 2 | -2.0 | -2.2 | -0.2 | 1.6 | -2.3 | -4
Cn1c(CN2CCOCC2)c(C#N)c2ccccc21 | -7 | . | -1 | -3.2 | 0.6 | -1.4 | -1.1 | -0.2 | -4
CC1C=CCC2C(=O)N(c3ccc(Cl)cc3O)C(=O)C12 (stereo unspecified) | -1 | . | 0 | 0.3 | . | -0.2 | -4.7 | -0.2 | -2
Cc1ccccc1CSc1nnc(C)c(=O)n1N | 1 | -0.7 | 1 | -2.1 | . | -0.1 | -2.0 | -1.4 | 0
O=C(CSc1cn(CCNC(=O)c2cccs2)c2ccccc12)NC1CCCC1 | 12 | 0.8 | 5 | -1.9 | 4.3 | 0.0 | -1.6 | -2.1 | 25
CC(=O)c1cc(CN2CCN(Cc3ccccc3)C(CCO)C2)cs1 (stereo unspecified) | -6 | 0.5 | -1 | -3.6 | 3.4 | -0.4 | -0.6 | i | -3
COc1ccc(OC)c(-c2csc(NC(=O)C3=COCCO3)n2)c1 | 6 | 1.7 | -2 | -3.6 | 4.0 | -1.0 | 0.7 | i | 3
Cn1nccc1C(=O)Nn1cnnc1 | -4 | . | 6 | -0.5 | 5.5 | -0.9 | 3.5 | -0.5 | 0
Cc1nnc(N2C(=O)c3cccc4c([N+](=O)[O-])ccc(c34)C2=O)s1 | 20 | -0.2 | 4 | -6.0 | -1.8 | 0.8 | -0.1 | i | -11
COc1ccc(CC(=O)O/N=C(\N)c2ccncc2)cc1 | 10 | -1.2 | 1 | -0.5 | . | -0.8 | 0.6 | -0.4 | -5
CCN(CC(=O)Nc1ccc(OC)cc1)C(=O)c1ccc(N2C(=O)CCC2=O)cc1 | 9 | 0.5 | -2 | -2.8 | 8.2 | -0.5 | 2.3 | -1.3 | 0
COc1ccccc1C(=O)N/C(N)=N/c1nc2ccccc2o1 | 12 | . | 1 | -2.6 | -1.9 | 0.3 | 2.7 | i | 3
CSc1nc2nc3c(c(=O)n2[nH]1)CCCC3 | -1 | . | 0 | 0.1 | -1.0 | -0.8 | 2.0 | i | -5
COc1ccc(S(=O)(=O)N2CCCOC2CNC(=O)C(=O)NCCCN2CCOCC2)cc1C (stereo unspecified) | 4 | 0.8 | 0 | -1.3 | 1.0 | 1.6 | -1.6 | -0.8 | 9
CCOc1ccc(C(CC(=O)O)NC(=O)c2sc3ccccc3c2Cl)cc1 (stereo unspecified) | 4 | -1.6 | 1 | -1.5 | . | 0.6 | 0.5 | -0.3 | 7
Cc1ccc(S(=O)(=O)NCCC(=O)N2CCCCCCC2)cc1C | -8 | 0.5 | 4 | -0.2 | . | -1.0 | -1.8 | -0.4 | 12
CCOc1ccc(NC(=O)Cn2ncc3ccccc32)cc1 | 16 | 1.9 | 1 | -2.4 | -0.2 | -1.5 | 0.8 | i | 2
CCN1CCN(S(=O)(=O)c2ccc(Cl)c(C(=O)NC3CC3)c2)CC1 | 10 | -0.3 | 0 | -1.9 | 4.7 | -0.7 | 0.5 | i | 1
O=C1O[C@H](CO)[C@@H](O)[C@H](O)[C@H]1O | -1 | 0.9 | -2 | -2.0 | -0.3 | 4.4 | . | -0.5 | 7
(more compounds)
SMILES | GDH-TPI counter | TcdB inh | FBA Mtb inh | FadD28 binding | BioA inh | PfHsp40 rescue | Mtb UGM inh | Vc quorum ag | Yp Topo-I inh
Cc1cccc(N(CC(O)CON=C2c3ccccc3-c3ccccc32)S(C)(=O)=O)c1 (stereo unspecified) | 3 | . | -1 | -4.4 | 0.6 | 12 | 0.8 | i | 25
CCN(CC)C(=O)c1ccc(COc2ccccc2Cl)cc1 | 2 | . | 1 | -2.4 | 0.3 | 1.7 | 1.7 | i | 21
Cc1ccc(S(=O)(=O)NCC(c2ccc3c(c2)OCO3)N2CCOCC2)cc1 (stereo unspecified) | 0 | -0.1 | -2 | -2.6 | . | 0.2 | -4.2 | -1.8 | 4
COC(=O)C1=C(c2ccc(Cl)c(C(F)(F)F)c2)C[C@@H]2CC[C@H]1N2C(=O)N1CCC(C)CC1 | 4 | . | 3 | -1.3 | -3.1 | 8.9 | -1.4 | -4.0 | -4
COc1ccccc1CNC(=O)[C@@H]1CCCN1C(=O)C1CCN(S(=O)(=O)c2ccc(C)cc2)CC1 | 2 | . | 1 | -2.1 | -0.6 | -0.9 | 0.2 | -0.3 | 10
CCN(CC)S(=O)(=O)c1cccc(C(=O)OCC(=O)NCc2ccccc2OC)c1 | -8 | -0.8 | 0 | -3.3 | -0.3 | -0.1 | 4.9 | i | 20
NC(=O)COc1ccc2c3c(c(=O)oc2c1)CCCCC3 | 17 | 1.4 | 114* | -0.3 | . | -0.5 | 1.7 | 0.9 | 5
COc1ccc(Cl)cc1S(=O)(=O)N1CCC(C(=O)NC2CCCC2)CC1 | 9 | 1.0 | 2 | -3.2 | 0.4 | -0.2 | 1.4 | -1.4 | 7

A draw from above in order of SMILES length, low to high.
SMILES | GDH-TPI counter | TcdB inh | FBA Mtb inh | FadD28 binding | BioA inh | PfHsp40 rescue | Mtb UGM inh | Vc quorum ag | Yp Topo-I inh
CCN(CC)C(=O)c1ccc(COc2ccccc2Cl)cc1 | 2 | . | 1 | -2.4 | 0.3 | 1.7 | 1.7 | i | 21
NC(=O)COc1ccc2c3c(c(=O)oc2c1)CCCCC3 | 17 | 1.4 | 114* | -0.3 | . | -0.5 | 1.7 | 0.9 | 5
O=C1O[C@H](CO)[C@@H](O)[C@H](O)[C@H]1O | -1 | 0.9 | -2 | -2.0 | -0.3 | 4.4 | . | -0.5 | 7
COc1ccc(Cl)cc1S(=O)(=O)N1CCC(C(=O)NC2CCCC2)CC1 | 9 | 1.0 | 2 | -3.2 | 0.4 | -0.2 | 1.4 | -1.4 | 7
CCN(CC)S(=O)(=O)c1cccc(C(=O)OCC(=O)NCc2ccccc2OC)c1 | -8 | -0.8 | 0 | -3.3 | -0.3 | -0.1 | 4.9 | i | 20
Cc1cccc(N(CC(O)CON=C2c3ccccc3-c3ccccc32)S(C)(=O)=O)c1 (stereo unspecified) | 3 | . | -1 | -4.4 | 0.6 | 12 | 0.8 | i | 25
COc1ccccc1CNC(=O)[C@@H]1CCCN1C(=O)C1CCN(S(=O)(=O)c2ccc(C)cc2)CC1 | 2 | . | 1 | -2.1 | -0.6 | -0.9 | 0.2 | -0.3 | 10
COC(=O)C1=C(c2ccc(Cl)c(C(F)(F)F)c2)C[C@@H]2CC[C@H]1N2C(=O)N1CCC(C)CC1 | 4 | . | 3 | -1.3 | -3.1 | 8.9 | -1.4 | -4.0 | -4
